PriA SSB inh – inhibitors of Klebsiella pneumoniae PriA binding to SSB C-terminal tail, primary screen, biochemical, AlphaScreen; PriA–SSB C-terminal tail interaction (Klebsiella pneumoniae); AlphaScreen SSBct-PriA binding, biotinylated peptide; inhibition, % at 33 µM; 430,000 tested, 0.6% active; in the data active = inhibition mostly above about 37%, no sharp cut-off; inactive = mostly below about 20%;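 also: plate controls were negative control peptide for no effect and reference peptide for full effect; strong numbers were not always called active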
The depositor's hits bear a star; & = joins results of further samples. Not all compounds are listed. The share of hits here may be higher or lower than overall.

Structure,PriA SSB inh
Cc1cccc(N2CCN(C(=O)c3cc4cc([N+](=O)[O-])ccc4oc3=O)CC2)c1C,-3.0
O=C(NCC(c1ccc(F)cc1)N1CCOCC1)C(=O)Nc1ccc(F)c([N+](=O)[O-])c1 (configuration not stated),7.0
COCCN(Cc1ccoc1)C(=O)c1ccc2nsnc2c1,-1.0
N#C/C(=N/Nc1cccc([N+](=O)[O-])c1)c1nc(-c2ccc3c(c2)OCO3)cs1,-3.0
COc1ccc(CCS(=O)(=O)NCC2CCN(C(=O)c3cccnc3)CC2)cc1,-6.0
CCc1cnc2c(c1Cl)c(=O)n(C)c(=O)n2C,-5.0
Cn1cc(/C=C2\SC(=O)N(CCC(=O)O)C2=O)c2ccccc21,-17.0
O=C(Nc1ccn2nccc2c1)Nc1c(F)cccc1F,-8.0
CSc1nnc(CNC(=O)COc2ccc(Cl)cc2Cl)n1-c1cccc(Cl)c1,2.0
Cn1nc(-c2ccc3c(c2)OCO3)cc1C(=O)O,-8.0
Cn1nccc1C(=O)Nc1ccc(F)cc1F,-7.0&1.0
Cn1cc(CC(=O)Nc2cccnc2)c2ccccc21,-16.0
COc1cccc(C(=O)NC[C@H]2CN(c3cccc(Cl)c3)C(=O)O2)c1OC,3.0
CC1CN(CC(O)COC2CCCC2)CC(C)O1 (configuration not stated),-19.0
COc1ccc(OC)c(-c2ccc(=O)n(Cc3ccccn3)n2)c1,7.0
Cc1nnc(SCC(=O)NN=Cc2ccc(-c3ccc(C)c(Cl)c3)o2)s1,0.1
CCc1ccc(-c2noc(CN3C(=O)C(C)Oc4ccccc43)n2)cc1 (configuration not stated),-35.0
O=C(c1n[nH]c2ccccc12)N1CCc2ccccc21,4.0
Cc1ccc(S(=O)(=O)CCCC(=O)Nc2sccc2C#N)cc1,-5.0&-3.0
O=S(=O)(Cc1ccco1)C1CCN(S(=O)(=O)CCc2ccccc2)CC1,-17.0
Clc1ccc(OCc2nc3ccccc3[nH]2)c(Cl)c1,-13.0&-12.0
COc1cccc(C=NNC(=O)c2ccc3nc[nH]c3c2)c1O,-0.6
O=C(NCCNC(=O)c1cccc(Cl)c1)c1ccc(NC(=O)c2ccc(F)cc2)cc1,-13.0
COc1cccc2cc(C(=O)NCc3ccc(C(=O)c4ccco4)s3)oc12,0.0
CC(=O)Nc1ccc(S(=O)(=O)NCC2CCN(Cc3cccs3)CC2)cc1,-2.0&-2.0

3 entries from above, with each value named.
Cn1cc(CC(=O)Nc2cccnc2)c2ccccc21
  PriA SSB inh: -16.0

O=C(NCC(c1ccc(F)cc1)N1CCOCC1)C(=O)Nc1ccc(F)c([N+](=O)[O-])c1 (configuration not stated)
  PriA SSB inh: 7.0

CCc1cnc2c(c1Cl)c(=O)n(C)c(=O)n2C
  PriA SSB inh: -5.0

An excerpt taken from the entries so far, for reference:
Structure,PriA SSB inh
O=C(Nc1ccn2nccc2c1)Nc1c(F)cccc1F,-8.0
CSc1nnc(CNC(=O)COc2ccc(Cl)cc2Cl)n1-c1cccc(Cl)c1,2.0
Cn1nc(-c2ccc3c(c2)OCO3)cc1C(=O)O,-8.0
Cn1nccc1C(=O)Nc1ccc(F)cc1F,-7.0&1.0

Remaining list, next part:
Structure,PriA SSB inh
Cc1nn(C)c(C)c1C(=O)N1CCSC1c1ccc(Cl)c(Cl)c1 (configuration not stated),-1.0
Cc1ccc(C)c2sc(NC(=O)C3CCCN3S(=O)(=O)c3cccs3)nc12 (configuration not stated),5.0
O=C(CCc1csc(NC(=O)Nc2ccccc2)n1)NCc1ccco1,-17.0
CCOC(=O)c1c(NC(=O)CCCS(=O)(=O)Cc2ccccc2)sc2c1CC[C@H](C)C2,2.0
C=CCSc1nnc(NC(=O)/C=C/c2cc(OC)c(OC)c(OC)c2)s1,-1.0
CCOCCCN1C(=O)/C(=C/c2cn(-c3ccccc3)nc2-c2nc3ccccc3s2)SC1=S,5.0
O=C(CSc1nnc(-c2ccco2)n1-n1cccc1)Nc1cc(C(F)(F)F)ccc1Cl,-9.0
O=C(NCC1CCCN1c1nc2ccccc2o1)c1cc(-c2ccccc2)on1 (configuration not stated),-16.0
O=C(N[C@H]1C/C=C/C[C@@H](CC(=O)N(CCO)Cc2ccccc2)C(=O)N2CCC[C@@H]2COC1=O)OCC1c2ccccc2-c2ccccc21,-25.5
COc1ccc(C(=O)NCC2(Sc3ccccc3)CCOCC2)cc1F,2.0
CCS(=O)(=O)NCCN1CCN(c2ccccc2OC)CC1,-13.0
CCOC(=O)CCc1c(C)c(C#N)c2nc3ccccc3n2c1Cl,-8.0
CC(=NNC(=O)CSCc1ccc(Cl)cc1)c1ccc2c(c1)OCCO2,-5.9
O=C(CS(=O)(=O)c1ccc2c(c1)S(=O)(=O)N=CN2)NCc1ccc2c(c1)OCO2,-35.0
COc1ccc(Cl)cc1NC(=O)Cn1c(C)nc2c(sc3ccccc32)c1=O,-4.0
CC(C)(C)C(=O)NCC(C)(O)C1CC1 (configuration not stated),-4.0
CCOc1ncccc1CNC(=O)c1coc(NC(=O)Cc2c(C)noc2C)n1,5.0
COc1ccc(C=NNC(=O)C(C)n2nnc3ccccc32)cc1OC (configuration not stated),1.0
C=CCn1c(SC[C@@H](O)Cn2c3ccccc3c3ccccc32)nnc1-c1ccco1,-26.0
COc1cc(-c2ccc(NC(=O)CCSc3ccccc3)c(OC)c2)ccc1NC(=O)CCSc1ccccc1,-1.0&4.0
OCc1cn(-c2ccccc2)nc1-c1ccc(-c2ccccc2)cc1,-1.0
CCOC(=O)NN=C1CCc2ccccc21,-3.7
COc1cc(C=NNC(=O)C(C)Nc2n[nH]c(=O)[nH]c2=O)cc(OC)c1O (configuration not stated),-1.8
O=C(NCc1cnn2c1CCCC2)c1ccoc1,-13.0
O=C(NCC1CCN(c2nc3ccccc3o2)CC1)Nc1c(F)cccc1F,1.0

Look-ups from the entries so far.
Reading of `O=S(=O)(Cc1ccco1)C1CCN(S(=O)(=O)CCc2ccccc2)CC1` in PriA SSB inh: -17.0
Reading of `COc1ccc(OC)c(-c2ccc(=O)n(Cc3ccccn3)n2)c1` in PriA SSB inh: 7.0
Reading of `Clc1ccc(OCc2nc3ccccc3[nH]2)c(Cl)c1` in PriA SSB inh: -13.0&-12.0
Reading of `Cc1ccc(S(=O)(=O)CCCC(=O)Nc2sccc2C#N)cc1` in PriA SSB inh: -5.0&-3.0

(cont.)
Structure,PriA SSB inh
Cc1noc(-c2cccnc2N2CCC(NC(=O)c3cnccn3)CC2)n1,6.0
CCOc1ccc(-n2nnc3c(=O)n(Cc4nc(-c5ccc(SC)cc5)no4)cnc32)cc1,-1.0
Cc1cc(C)cc(S(=O)(=O)NCCNC(=O)c2ccc(NC(=O)C3CCCC3)cc2)c1,-7.0
CS(=O)(=O)N1CCCC(C(=O)N2CCN(c3nc4ccc(F)cc4s3)CC2)C1 (configuration not stated),1.0
COCCNC(=O)NCCn1ccc(C(F)(F)F)n1,2.0
COc1ccc(S(=O)(=O)c2c(C)cc(C)n(CC(=O)Nc3ccccc3Cl)c2=O)cc1,11.0
Cc1ccc(C=NN2CCOCC2)s1,-5.7
O=C(/C=C\c1ccc2c(c1)OCO2)NCCn1ncc2c(=O)n(Cc3cccc(C(F)(F)F)c3)cnc21,-10.0
O=C(NCCNC(=O)c1ccccc1C(F)(F)F)c1ccc(NC(=O)C2CC2)cc1,-12.0
O=C(Nc1ccc(SCc2cccnc2)nn1)c1ccccc1,6.0
O=C(CCCSc1ccc(NC(=O)c2ccco2)nn1)Nc1nccs1,-15.0&-3.0
FC(F)(F)c1cccc(CN2CC(c3nc(-c4ccsc4)no3)C2)c1,-12.0
COc1ccc(N2CCN(c3ncnc4c3cnn4CCNC(=O)c3cccc(Cl)c3)CC2)cc1,-1.0
CCOc1ccccc1CNc1ncc2c(=O)n(Cc3ccccc3F)c(=O)[nH]c2n1,-12.0
CCOC(=O)N1CCN(C(=O)CSc2nc(-c3ccccc3OC)nc3c2c(=O)n(C)c(=O)n3C)CC1,-22.0
O=c1c(-c2nc(-c3cnccn3)no2)cccn1CCOc1ccc(F)cc1,-15.0
O=C(CSc1ncccn1)N1N=C(c2cccs2)CC1c1ccc(F)cc1 (configuration not stated),7.0
CCOCC(=O)NCCc1nc(C)cc(C(F)(F)F)n1,9.0
CCCCOc1ccc(C(=O)NCCOc2ccc3c(c2)OCO3)cc1,-6.0
NC(=NOC(=O)COc1ccc([N+](=O)[O-])cc1)c1cccnc1,-25.5
COc1cc(NC(=O)COc2ccc(C(C)C)c(C)c2)c(OC)cc1Cl,-16.0&2.0
CCOc1ccccc1C1C(C#N)=C(N)Oc2c1oc(CO)cc2=O (configuration not stated),-8.0
CCCCSc1nnc(C)c2cnn(-c3ccccc3OC)c12,-22.0
CCOc1cccc2c1OCC(=O)N(c1ccc(Br)cc1F)C2,-11.0
CC(=O)c1sc(NN=Cc2ccc(Br)cc2)nc1C,1.9

Structure,PriA SSB inh
O=C(COc1ccccc1F)N1CCCC(Cc2nc(-c3ccsc3)no2)C1 (configuration not stated),-2.0
O=S(=O)(CCCOc1ccc(F)cc1)N1CCC(Cc2ccccc2)CC1,-8.0
COc1cccc2c1Oc1nc(-c3cccc(O)c3)[nH]c(=O)c1C2,-3.0
CC(CC(=O)NCc1ccco1)=NNC(=O)Cc1ccccc1,-15.3
Cc1ccc(-c2c(C(=O)NN=Cc3cccs3)nnn2-c2nonc2N)cc1,-4.7
O=C(NN=Cc1ccc(OC(=O)c2ccc([N+](=O)[O-])cc2)cc1)c1cccnc1,-1.0
CCOC(=O)c1sc(-c2ccccc2)cc1NC(=S)NC(=O)c1ccccc1,4.0
O=C(NCc1cncc(-c2cccs2)c1)Nc1ccccc1Cl,11.0
O=C(c1ccc(C(F)(F)F)nc1)N1CCC[C@H](Cc2nc(C3CC3)no2)C1,-6.0
O=C(COc1ccc(Cl)cc1Cl)Nc1onc2c1CCCC2,-16.0
CCOc1ccc2c(c1)SCC(=S)N2,8.0
COc1ccc([C@H]2C3=C(CC(C)(C)CC3=O)N=C(SCC(=O)NCc3ccc4c(c3)OCO4)C2C#N)cc1 (some centres not stated),6.0
COc1cccc(C=NNC(=O)CC(C)O)c1OC/C=C/c1ccccc1 (configuration not stated),-13.5
O=C(Cc1cccc2ccccc12)Nc1ccc2c(c1)CN(C(=O)c1cccs1)CC2,-6.0&1.0
Cn1c(=O)c2[nH]c(SCc3cccc(Cl)c3)nc2n(C)c1=O,4.0
COc1cc(C=NNC(=O)c2ccc(-c3ccccc3)cc2)cc(OC)c1OC,0.9
COc1ccc(OC)c(-c2cc(C(=O)NCC(O)c3ccc(C(F)(F)F)cc3)n(C)n2)c1 (configuration not stated),3.0
CS(=O)(=O)N1N=C(c2ccc(Cl)c(F)c2)C[C@H]1c1cccs1,0.0
O=C(NC(C(=O)c1ccccc1)n1cccnc1=O)c1ccccc1 (configuration not stated),-2.0
Cc1ccc(S(=O)(=O)N=C2SCCN2CC(=O)c2ccccc2)cc1,-11.0
COc1ccc(CC(=O)Nc2cc(C)nn2-c2nc3c(cnn3-c3cccc(C)c3C)c(=O)[nH]2)cc1,60.0*
Cc1nc2ccc(C(=O)N3CC(N4C(=O)C5CC=CCC5C4=O)C3)cc2s1 (configuration not stated),-6.0
CCOC(=O)N(C)Cc1nc2ccccc2n1Cc1c(F)cccc1Cl,1.0
CCn1c(SCC(=O)NN=C/C=C\c2ccco2)nc2ccccc21,7.6
COc1ccccc1OCC(=O)NC1CCCC(OC(=O)Nc2ccc(F)cc2)C1 (configuration not stated),-5.0

Structure,PriA SSB inh
Cc1cc(N)nc(Nc2ccc(Br)c(C)c2)n1,7.0
Cc1onc(-c2ccccc2Cl)c1C(=O)NCCn1ncc2c(=O)n(Cc3cccc([N+](=O)[O-])c3)cnc21,-7.0
O=C(Cn1nc(C(=O)N2CCOCC2)cc1-c1cccs1)NCc1ccco1,-2.0
CC1(C)Cc2cccc(OCC(=O)NCc3cccnc3-c3ccsc3)c2O1,-22.0
O=C(c1ccc2c(c1)OCO2)N1CCC(c2ccsc2)CC1,-7.0
NNC(=O)COc1ccc(-c2cc(-c3ccccc3)c3cc(Br)ccc3n2)cc1,2.0
CCn1ccc(C(=O)Nc2nc3ccc(F)cc3s2)n1,-2.0
CS(=O)(=O)NCCn1ccn2nccc12,0.0
COc1ccc(C(O)=C2C(=O)C(=O)N(CC3CCCO3)C2c2cccc(OC)c2)cc1 (configuration not stated),2.2
O=C(NCC1(O)CCc2ccccc21)c1cncc(Br)c1 (configuration not stated),-13.0
COc1ccc(S(=O)(=O)N2CCCC2CNC(=O)c2ccc([N+](=O)[O-])cc2)cc1 (configuration not stated),11.0
CC(C)(C)[C@@H](O)CCNC(=O)C(=O)Nc1ccccc1,-15.0
C=CC(C)(CC[C@@]1(C)C(C)CC(OC2OC(C)C(OC3OC(COC(C)=O)C(O)C(O)C3O)C(O)C2O)[C@@]2(C)C(C)=CCCC12)OC1OC(C)C(O[C@@H]2O[C@@H](C)C(O)C(O)[C@H]2O)C(O)C1O (some centres not stated),-3.3
CCSC(N)=NN=Cc1cc(C)ccc1O,-4.6
Cc1ccccc1NC(=O)NCCc1nc2c(c(C(F)(F)F)n1)CCCC2,-10.0
O=C(Nc1cnn(C2CCOCC2)c1)c1cc(=O)[nH]c2ccccc12,-1.0
O=C(CSc1nc2scc(-c3cccs3)c2c(=O)n1-c1ccccc1)N1CCCC1,-4.0&-2.0
Cn1nc(-c2cccs2)cc1C(=O)Nc1ccccc1-c1cn2ccccc2n1,-14.0
COc1ccc2nc(-n3nc(C)cc3NC(=O)c3cc(C)nn3C)sc2c1,2.0
